Bim-Bfl-1: inhibitors of Bim-Bfl-1 interaction, human. Bead-based flow cytometry, Bim-Bfl-1 binding inhibition. inhibition, % at 10 µM. actives 0.12% (n = 190,000). AID 1008;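 also: 0% = wells without compound plus tracer and 100% = blocker peptide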
RGS4-Gao reg: human RGS4-Galphao interaction regulation. Multiplexed bead flow cytometry, RGS4-Galphao binding; actives lie on both sides. P09471. actives 0.33% (n = 220,000). AID 1415. binding response (% of control), % at 10 µM; in the data active = binding response below about 49% or above about 150%; inactive = in between;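 also: fluorescent Galphao activated with aluminum fluoride binding bead-coupled RGS4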
RGS7-Gao reg: human RGS7-Galphao interaction regulation. P09471. Multiplexed bead flow cytometry, RGS7-Galphao binding; actives lie on both sides. binding response (% of control), % at 10 µM. actives 0.35% (n = 220,000). AID 1439; in the data active = binding response below about 49% or above about 150%; inconclusive = no clear call, values can overlap the other calls; inactive = in between;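 also: fluorescent Galphao held in activated GDP-AlF4 state binding bead-coupled RGS7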
Bim-Bcl-B: human Bim-Bcl-B interaction inhibition | Q9HD36 | actives 0.073% (n = 190,000) | bead-based flow cytometry, Bim peptide-Bcl-B binding | AID 951 | inhibition, % at 10 µM;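 also: 0% = tracer peptide without compound and 100% = reference inhibitor peptide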
Target sequence (Q9HD36 whole entry, looked up): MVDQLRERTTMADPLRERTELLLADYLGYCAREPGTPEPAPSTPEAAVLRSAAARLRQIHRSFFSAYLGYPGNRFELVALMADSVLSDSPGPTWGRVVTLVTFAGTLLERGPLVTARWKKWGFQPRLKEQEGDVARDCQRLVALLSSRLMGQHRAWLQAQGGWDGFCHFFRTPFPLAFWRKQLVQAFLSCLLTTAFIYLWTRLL
Mcl1 Bid PPI: Mcl-1/Bid interaction inhibition; Q07820; TR-FRET Mcl-1/Bid-Dy647 peptide binding, 1536-well; actives 0.97% (n = 220,000); inhibition, % at 21.7 µM;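 active = compounds that cut the binding signal by more than half at the single screening dose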;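 also: His-tagged Mcl-1 with europium anti-His antibody binding Bid BH3 peptide; 0% = Mcl-1 plus peptide wells and 100% = peptide-only wells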
Target sequence (Q07820 whole entry, looked up): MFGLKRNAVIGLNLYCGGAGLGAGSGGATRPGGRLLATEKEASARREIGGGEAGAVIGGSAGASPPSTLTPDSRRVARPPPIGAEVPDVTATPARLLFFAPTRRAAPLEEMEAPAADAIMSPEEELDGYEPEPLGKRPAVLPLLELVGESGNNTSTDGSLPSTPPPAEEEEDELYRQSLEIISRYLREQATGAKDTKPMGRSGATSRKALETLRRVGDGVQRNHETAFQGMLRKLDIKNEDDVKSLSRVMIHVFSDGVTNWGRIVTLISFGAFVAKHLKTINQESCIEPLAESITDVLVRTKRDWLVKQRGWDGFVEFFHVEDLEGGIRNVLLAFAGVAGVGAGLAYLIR
Bcl-2 Bim block: human Bim-Bcl-2 interaction inhibition | P10415 | actives 0.06% (n = 190,000) | Bead-based flow cytometry, Bim peptide-Bcl-2 binding | inhibition, % at 10 µM; in the data active = inhibition above about 40%; inconclusive = no clear call, values can overlap the other calls;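 also: 0% = no compound wells with probe peptide and 100% = reference peptide inhibitor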
Bcl-XL Bim block: human Bim-Bcl-XL interaction inhibition; actives 0.04% (n = 190,000); Bim peptide-Bcl-XL binding, bead flow cytometry, fluorescence; AID 1007; inhibition, % at 10 µM
Target sequence (Q07817 whole entry, looked up): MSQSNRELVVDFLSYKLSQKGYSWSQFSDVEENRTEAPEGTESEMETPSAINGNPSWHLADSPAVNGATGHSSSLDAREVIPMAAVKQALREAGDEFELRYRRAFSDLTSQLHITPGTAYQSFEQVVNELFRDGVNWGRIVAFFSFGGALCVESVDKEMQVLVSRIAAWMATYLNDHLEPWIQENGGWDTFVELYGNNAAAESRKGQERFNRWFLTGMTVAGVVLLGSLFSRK
Bcl-W Bim block: inhibitors of Bim-Bcl-W interaction, human. Q92843. bead-based flow cytometry, Bim peptide-Bcl-W binding. inhibition, % at 10 µM. actives 0.02% (n = 190,000). AID 952;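 also: 0% = bound tracer without compound and 100% = peptide blocker; higher means less fluorescent Bim peptide bound to Bcl-W beads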
Target sequence (Q92843 whole entry, looked up): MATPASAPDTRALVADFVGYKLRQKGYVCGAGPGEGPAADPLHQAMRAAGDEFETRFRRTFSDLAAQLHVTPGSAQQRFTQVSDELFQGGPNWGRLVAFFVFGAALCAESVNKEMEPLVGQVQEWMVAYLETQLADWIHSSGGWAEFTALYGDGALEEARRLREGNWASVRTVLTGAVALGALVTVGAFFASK
RGS8-Gao: modulates binding of RGS8 to human Galphao. response (percent of control binding), % at 10 µM. multiplexed bead flow cytometry; actives lie on both sides. actives 0.34% (n = 220,000). AID 1423; in the data active = response below about 60% or above about 140%; inactive = in between;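 also: Galphao activated as the GDP aluminium fluoride complex binding bead-coupled RGS8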
Mcl-1 Bim block: disrupts Bim peptide binding to human Mcl-1; Bead-based flow cytometry, Bim peptide-Mcl-1 binding; inhibition, % at 10 µM; actives 0.1% (n = 190,000); AID 1009;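 also: 0% = no compound tracer wells and 100% = peptide blocker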
Mcl1 Noxa PPI: Mcl-1/Noxa interaction inhibition; Q07820; TR-FRET Mcl-1/Noxa peptide binding, 2 h; inhibition, % at 21.7 µM; actives 1.5% (n = 220,000); AID 1022;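 active = compounds that cut the protein-peptide binding signal by more than 50% relative to plate controls in a single-dose test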;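 also: His-tagged Mcl-1 with rhodamine Noxa BH3 peptide and terbium anti-His antibody; 0% = Mcl-1 plus Noxa peptide wells and 100% = peptide-only wells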
Active calls of the source: *; u = inconclusive; x = no result given. Rule as the data show it, unless noted: active = inhibition above about 40%.

SMILES	Bim-Bfl-1	RGS4-Gao reg	RGS7-Gao reg	Bim-Bcl-B	Mcl1 Bid PPI	Bcl-2 Bim block	Bcl-XL Bim block	Bcl-W Bim block	RGS8-Gao	Mcl-1 Bim block	Mcl1 Noxa PPI
O=C1CC(C(=O)Nc2ccccc2)S/C(=N\NC(=O)c2ccccc2Cl)N1 (configuration not stated)	-4	110	110	0	-14	-4	-1	1	106	0	-5
O=C(O)c1ccc(/C=N/N2CCN(C3c4ccccc4-c4ccccc43)CC2)cc1	x	125	u	x	-34	x	x	x	110	x	-5
CCc1ccccc1NC(=O)N1CCc2ccccc21	x	100	u	x	-9	x	x	x	102	x	10
O=C(NCCCCCNC(=O)c1cccnc1)c1cccnc1	0	98	96	4	-24	3	4	4	101	2	-23
Cn1nnc2cc(NC(=O)NCc3ccc4c(c3)OCO4)ccc21	-16	94	102	-8	-11	-8	-7	0	99	-2	-9
Cn1c(=O)c2c(ncn2CCN(CCO)Cc2ccccc2)n(C)c1=O	-12	96	95	-6	-4	-8	-11	-2	96	-1	14
Cc1ccc2nc(N/N=C/c3ccco3)cc(C)c2c1	7	103	100	9	3	4	11	18	109	2	26
CCCCN(C(=O)Cn1nnc2ccccc21)C(C(=O)NCCOC)c1ccccc1 (configuration not stated)	2	100	98	-8	-6	-5	-3	-4	99	-15	3
COc1ccc(CC2NCCC3(O)CCCCC23)cc1 (configuration not stated)	-1	100	101	-3	-25	-4	-3	0	100	-3	21
COc1ccc(Nc2oc(-c3ccccc3)nc2C#N)cc1	-5	96	u	-2	-31	-2	-3	0	98	0	18
COC1=C(Nc2ccc(O)cc2)C(=O)c2ccccc2C1=O	11	101	99	-6	-79	3	-3	4	99	-3	44
CCc1ccc(NC(=O)C(C)OC(=O)c2ccc(NS(=O)(=O)c3ccc(C)c([N+](=O)[O-])c3)cc2)cc1 (configuration not stated)	0	101	98	-4	-4	-1	-1	0	103	0	25
CCN(CC)S(=O)(=O)c1ccc(S(=O)(=O)N2CCCC2)cc1	-7	89	89	-3	1	-2	-6	-4	89	-4	-10
CC1(C)CC(=O)C(N=Nc2cccc(S(=O)(=O)N3CCOCC3)c2)=C(O)C1	x	109	u	x	-21	x	x	x	103	x	-11
CN(C)C(=O)CN(c1ccc(F)c(Cl)c1)S(C)(=O)=O	-12	101	101	-4	7	-7	-6	-1	99	0	18
COc1ccc(C(=O)N2CCC(C(=O)O)CC2)cc1	-7	108	107	-3	2	-4	0	0	108	0	16
O=C(N1CCOCC1)N1CCN(S(=O)(=O)c2ccccc2)C1	-13	102	102	-8	7	-12	-5	0	102	-1	24
COc1ccc(-c2n(CC(=O)OC3CC(C)CCC3C(C)C)c3ccccc3[n+]2C)cc1 (configuration not stated)	3	104	99	0	-20	3	0	-1	102	0	5
CC1Cn2c(CCc3ccccc3)nnc2S1 (configuration not stated)	-12	100	96	-6	-29	-9	-4	-1	102	-2	x
CC(C)C[C@H](N)c1cn([C@@H](Cc2cc3ccccc3[nH]2)C(=O)N2CCNCC2)nn1	-5	100	101	-5	-8	-2	-1	-1	100	0	3

Single records, from the list above. Values in the order: Bim-Bfl-1 | RGS4-Gao reg | RGS7-Gao reg | Bim-Bcl-B | Mcl1 Bid PPI | Bcl-2 Bim block | Bcl-XL Bim block | Bcl-W Bim block | RGS8-Gao | Mcl-1 Bim block | Mcl1 Noxa PPI
CCCCN(C(=O)Cn1nnc2ccccc21)C(C(=O)NCCOC)c1ccccc1 (configuration not stated) in the list: 2 | 100 | 98 | -8 | -6 | -5 | -3 | -4 | 99 | -15 | 3
COc1ccc(C(=O)N2CCC(C(=O)O)CC2)cc1 in the list: -7 | 108 | 107 | -3 | 2 | -4 | 0 | 0 | 108 | 0 | 16
O=C(NCCCCCNC(=O)c1cccnc1)c1cccnc1 in the list: 0 | 98 | 96 | 4 | -24 | 3 | 4 | 4 | 101 | 2 | -23
CCN(CC)S(=O)(=O)c1ccc(S(=O)(=O)N2CCCC2)cc1 in the list: -7 | 89 | 89 | -3 | 1 | -2 | -6 | -4 | 89 | -4 | -10
Cn1nnc2cc(NC(=O)NCc3ccc4c(c3)OCO4)ccc21 in the list: -16 | 94 | 102 | -8 | -11 | -8 | -7 | 0 | 99 | -2 | -9

Later entries:
SMILES	Bim-Bfl-1	RGS4-Gao reg	RGS7-Gao reg	Bim-Bcl-B	Mcl1 Bid PPI	Bcl-2 Bim block	Bcl-XL Bim block	Bcl-W Bim block	RGS8-Gao	Mcl-1 Bim block	Mcl1 Noxa PPI
CN(C)CCNc1nc2sc3c(c2c(=O)n1-c1ccc(F)cc1)CCCCC3	x	102	u	x	-21	x	x	x	98	x	15
[O-][n+]1c2c(nc3c1-c1ccccc1C3O)CCCC2 (configuration not stated)	-2	97	94	-2	-40	-2	0	0	100	1	22
CCNC(=O)OCCC12CC3CC(CC(C3)C1)C2	0	102	98	-2	-2	0	-7	-7	97	-7	14
Cn1nccc1C(=O)Nc1cccc(C(F)(F)F)c1	-4	80	94	0	-10	-7	-1	-3	90	-1	15
O=C(COC(=O)Cc1c(Cl)cccc1Cl)Nc1ccc(OC(F)(F)F)cc1	-15	97	92	-8	0	-8	-9	-3	98	-3	7
CC(C)C[C@H](NC(=O)c1nc[nH]c1C(=O)N1CCC(C)CC1)C(=O)OCc1ccccc1	x	104	u	x	-19	x	x	x	102	x	-23
Cc1cccc(-n2c(Cc3cc(=O)[nH]c(=O)[nH]3)nnc2SCC(=O)NCC2CCCO2)c1 (configuration not stated)	-6	100	99	-7	-13	-7	-3	-2	105	-4	-9
N#C/C(=C\c1ccc(OCc2ccccc2)cc1)C(N)=O	-10	101	103	-5	-12	-2	-5	-1	101	-2	4
Cc1ccc(OCC(=O)N2CCCc3ccccc32)cc1	x	108	110	x	-3	u	x	x	105	x	-3
CCc1ccc(NC(=O)CCS(=O)(=O)c2cccc3nsnc23)cc1	2	99	98	-9	5	-3	-7	-8	99	-6	-3
CCc1nc2ccccc2c(NC(=O)CN2CC(C)CC(C)C2)c1C (configuration not stated)	-2	99	99	-3	12	-5	-2	0	98	-2	3
CN(C)C(CNC(=O)c1cccc(S(=O)(=O)N2CC3(C)CC2CC(C)(C)C3)c1)c1ccco1 (configuration not stated)	-7	106	99	-5	-28	-11	-7	1	101	-1	16
CC(=O)Nc1cccc(C(=O)Nc2ccccc2C(=O)O)c1	-8	101	103	-6	-29	-4	-1	0	100	0	13
CC1=NNC(=O)C1CCC(=O)N/N=C/c1ccc(Cl)cc1 (configuration not stated)	-9	106	108	-4	-51	-1	-1	-1	111	0	-14
OCCNCc1cc(Br)ccc1OCc1ccc(F)cc1	-7	105	u	-3	-33	-1	-5	-2	102	2	0
CC1(C)Cc2nc3sc4c(=O)n(CC(N)=O)cnc4c3cc2CO1	-2	100	98	-2	-14	-4	-3	-2	103	-4	26
Cc1ccc(S(=O)(=O)N(C)CC(=O)N2CCCc3ccccc32)cc1	-3	102	101	-1	4	-4	-8	-5	106	-2	5
OC(c1cc(C(F)(F)F)nc2c(Cl)cc(Cl)cc12)C1CCCCN1 (configuration not stated)	x	106	u	x	4	x	x	x	101	x	14
Cc1ccccc1CNC(=O)c1ccccc1N	-19	97	97	-10	-21	-10	-6	-2	100	-3	5
C=CCCCCCCCCC(=O)Nc1ncccn1	x	102	u	x	-13	x	x	x	102	x	10
Cc1ccccc1CS(=O)(=O)CCC(=O)NCCN1CCN(c2cccc(Cl)c2)CC1	-3	103	142	-3	-4	0	-1	0	108	-1	10
CCN=C1SC(C(=O)Nc2cccc(Br)c2)CC(=O)N1CC (configuration not stated)	-1	103	102	-3	-40	0	0	1	102	0	7
CC1=CC(C)C2(COC(c3ccc[n+](C)c3)OC2)C(C)C1 (configuration not stated)	-4	104	106	-5	-45	0	0	2	107	6	-6
NC1=NC2CS(=O)(=O)CC2S1 (configuration not stated)	1	100	104	-10	14	-1	-7	-2	102	-2	21
C=CCn1nc([N+](=O)[O-])nc1Sc1cccc2cccnc12	4	101	105	-6	-11	-1	-1	0	102	-4	9
Cc1ccc(C(C)C)c(OCCCN2CC(C)OC(C)C2)c1 (configuration not stated)	-5	110	109	-1	6	0	3	-2	118	-2	14
COCc1cc(N2CCCCC2)nc(-c2ccccc2)n1	-10	102	107	-4	-4	-3	-2	-1	107	-3	-7
OCCOc1nnnn1-c1ccccc1	-21	98	99	-9	-5	-13	-9	-4	102	-6	3
CC(C)c1ccccc1NC(=O)Cn1c(/C=C/c2ccccc2)nc2ccccc21	x	104	u	x	-67	x	x	x	102	x	1
N#Cc1nc(COc2ccc(F)cc2)oc1NCCCn1ccnc1	-14	93	92	-9	-26	-13	-6	-1	94	-5	12
C#CCSc1nc(-c2cccs2)ccc1C#N	-2	95	96	-3	-1	-1	0	-1	101	-2	-2
Cc1ccsc1CN1CCC(C(=O)NCc2ccccc2Cl)CC1	-1	99	98	0	17	-2	-3	-3	100	13	7
N#CCSc1nc2ccccc2c(=O)n1CCC(=O)NCCc1ccccc1	-12	89	94	-2	13	0	0	4	87	1	7
COCCCn1cc(C(=O)c2ccccc2OCC(=O)Nc2cccc(F)c2)cc(C#N)c1=O	-4	100	99	-8	-2	-3	-6	-5	99	-2	8
COc1cc(C(=O)Nc2nc(-c3cccs3)cs2)cc(OC)c1OC	-2	95	98	-2	3	-1	-1	-3	102	-3	12
O=C(COc1ccccc1)NNc1c2ccccc2nc2ccccc12	-15	102	100	-10	-13	-12	-6	0	103	0	-12
CCn1c(=O)c(C(=O)CC#N)c(N)n(Cc2ccccc2)c1=O	x	98	u	x	-15	x	x	x	99	x	-16
CCN(CC)S(=O)(=O)c1ccc(C)c(NC(=O)CN2CCN(Cc3ccccc3)CC2)c1	x	93	u	x	21	x	x	x	100	x	0
Cc1ccc(C)c(Cn2nnc3c(=O)[nH]c(C4CCN(C(=O)c5cccs5)CC4)nc32)c1	-9	99	105	-7	-2	-10	-2	-1	99	1	-1
CCOc1cc(-c2cn(S(=O)(=O)c3cccc4nsnc34)nc2N)cc(OCC)c1OCC	0	111	108	2	-3	-1	1	-1	115	0	23
COc1ccc(S(=O)(=O)N(C)CC(=O)NCc2cccnc2)cc1Cl	-10	92	98	-2	1	-6	-5	2	99	-1	8
Cc1ccc(/C=N/NC(=O)c2nn(C)cc2Cl)cc1	-3	103	104	-7	-5	-10	-9	-5	101	-7	2
Cc1noc(C)c1CSc1nnc2ccc3ccccc3n12	0	101	99	0	-5	-2	-2	0	102	0	-3
O=C(NCc1ccco1)c1ccc2c(c1)N(Cc1ccccc1)C(=O)CS2	-1	98	93	0	-53	2	1	0	99	2	28
COc1cc(-c2nnc(SCC(=O)c3ccc(C)cc3)o2)cc(OC)c1OC	-8	101	101	-8	-12	-6	-2	2	101	0	-5
COc1ccc(C2CC(=O)N3CN(Cc4ccco4)CSC3=C2C#N)cc1 (configuration not stated)	17	97	103	-34	-33	-6	-7	-1	88	-7	11
Nn1c(Cc2cccc3ccccc23)nnc1SCc1c(F)cccc1Cl	-1	102	101	-9	4	-3	-6	-5	103	-8	12
CCc1cccc2c(SC(C)C(=O)NCC3CCCO3)nc(-c3ccccc3)nc12 (configuration not stated)	-18	97	98	-15	8	-13	3	-2	99	-2	-10
O=[N+]([O-])c1ccc(COc2cccc(CNc3ccc(Br)cc3)c2)cc1	-2	103	103	-3	-8	-4	-2	0	101	1	-6
O=C(/C=C/c1ccccc1)N/C(=C/c1ccccc1)C(=O)Nc1ccc(C(=O)O)cc1	0	92	90	-3	-22	-2	-3	-1	96	-1	-4
CCCCC1CC(/C(C)=N/NC(N)=O)OC1=O (configuration not stated)	-3	100	100	-1	-1	-1	1	-1	101	0	-5

Screens from PubChem.
